Screens (PubChem)
S100A4 MyoIIA: inhibitors of S100A4-myosin IIA peptide binding, primary screen, biochemical, fluorescence polarization, TAMRA-MyoIIA peptide | Protein S100-A4 (Homo sapiens), P26447 | inhibition, % at 10.7 µM | 360,000 compounds, 0.14% hits | AID 652163, 2013;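 active means mean inhibition of at least 70% across replicates, with every replicate also reaching that level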
Target sequence (P26447 whole entry, looked up): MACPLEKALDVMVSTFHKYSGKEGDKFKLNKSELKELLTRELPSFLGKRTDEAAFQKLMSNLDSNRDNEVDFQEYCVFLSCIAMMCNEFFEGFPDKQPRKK
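Test system: S100A4 monomer protein; Medium: HEPES pH 7.2 with CaCl2, KCl, NaCl, DTT, Triton; Probe or stimulus: TAMRA-labelled myosin IIA heavy-chain peptide probe, 5 nM; Doses: one dose per compound; Times: polarization read 5 min after assay mix addition, stable 5–60 min; Benchmarks: neutral control DMSO, positive control TFP.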
RAD52 anneal inh: RAD52 DNA annealing inhibitors, primary screen, biochemical, FRET, single point, set 2; recombinant RAD52 DNA annealing, FRET fluorescence; inhibition, % at 18.7 µM; DNA repair protein RAD52 homolog (Homo sapiens), P43351; 360,000 compounds, 0.46% hits;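 active means every replicate showing at least 50% inhibition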
Target sequence (P43351 whole entry, looked up): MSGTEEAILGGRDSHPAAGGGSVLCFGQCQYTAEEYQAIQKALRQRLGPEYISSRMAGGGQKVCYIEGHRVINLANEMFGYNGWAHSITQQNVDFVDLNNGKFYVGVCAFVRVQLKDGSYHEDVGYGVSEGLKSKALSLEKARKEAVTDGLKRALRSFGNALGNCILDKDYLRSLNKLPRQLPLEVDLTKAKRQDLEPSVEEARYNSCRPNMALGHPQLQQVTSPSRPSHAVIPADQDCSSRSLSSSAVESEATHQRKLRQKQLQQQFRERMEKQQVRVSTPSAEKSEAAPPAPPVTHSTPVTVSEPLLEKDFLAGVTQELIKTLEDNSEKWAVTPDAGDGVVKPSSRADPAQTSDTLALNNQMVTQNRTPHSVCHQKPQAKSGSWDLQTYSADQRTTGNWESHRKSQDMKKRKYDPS
RAD54 inh: inhibitors of human RAD54 branch migration, primary screen, biochemical, fluorescence, single point. 360,000 compounds, 0.14% hits. inhibition, % at 10.4 µM. DNA repair and recombination protein RAD54-like (Homo sapiens), Q92698. RAD54 Holliday junction branch migration, FAM/BHQ fluorescence;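 active means mean normalized replicate activity at least 40 and at least half of replicates scoring 40 or more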;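 further: 0% = median of neutral control wells and 100% = median of positive control wells; inhibitors cause a drop in the FAM fluorescence signal; in these data hits start at about 50%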
FN deposition inh: inhibitors of fibronectin matrix deposition, primary screen, AH1F cells, Alexa488-fibronectin fluorescence, plate reader | AH1F fibroblasts, overnight | inhibition, % at 12.6 µM | 350,000 compounds, 0.086% hits;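 active means mean inhibition across replicates of 30% or more, regardless of how many single replicates reach that level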;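 further: positive control wells lacked labelled fibronectin entirely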
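Assay system: AH1F fibroblast monolayer, labelled fibronectin deposition. Amount: 10000 cells per well. Also added: labelled fibronectin 24 nM. Compound: single-point pinned compound. Incubation: cell attachment 1 h, compound and FN exposure overnight. Detection: fluorescence after three HBSS washes, excitation 485 nm, emission 525 nm. Read-out: inhibition of fibronectin deposition signal.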
esBAF inh: Bmi1 luciferase reporter increase in mESCs, primary screen, esBAF inhibitor project, mouse ES cells, Bmi1 luciferase knock-in, single point. 24 h; 100% = twice the neutral-well signal. reporter increase, % at 12.5 µM. 350,000 compounds, 2% hits. AID 602393, 2012; in the data active means activation above about 40%;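 further: 0% = median of the plate's neutral control wells and 100% = double that signal; a rise in the Bmi1 reporter signal indicates esBAF inhibition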
E-sel inducer: E-selectin induction in HUVECs, primary screen, imaging, HUVEC, immunofluorescence imaging, single point. P16581. normalized: neutral wells 0, TNF-alpha wells 100. activation, % at 7.58 µM. 260,000 compounds, 0.37% hits. AID 686992, 2013;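 active means mean E-selectin-positive cell signal at least 10% of the positive control, reached in at least 60% of replicates, without over 20% cell loss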;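 further: in these data hits start at about 27%; measured in HUVEC primary endothelial cells; signal is the percent of cells scored E-selectin positive by PE staining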
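Assay system: HUVEC primary endothelial cells. Input: 3,000 HUVEC seeded per well. Doses: one compound dose added by pin transfer. Read-out basis: % PE-positive cells. Benchmarks: TNF-alpha high, DMSO low. Detection: immunofluorescence imaging. Buffer or medium: EGM-2, gelatin.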
XiGFP reactiv: activators of inactive X chromosome reactivation, primary screen, imaging, XiGFP fibroblasts, GFP high-content imaging, set 2; activation, % at 7.58 µM; XiGFP mouse fibroblasts, % GFP-positive cells imaging, 3 d; cells co-treated with 5-aza-dC sensitizer; scaled so ellipticine positive control = 100%; 360,000 compounds, 0.055% hits;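 active means mean normalized replicate activation at least 10% and every replicate at or above 10%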;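 further: 0% = median of on-plate neutral control wells and 100% = ellipticine 6 µM median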
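System: SV40-immortalized XiGFP fibroblast cells, line 68-5-11 / Incubation: 3-day compound exposure, then 15 min fixation at room temperature / Compound: single concentration per compound, delivered by pin transfer / Buffer or medium: DMEM plus 5-aza-dC sensitizer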
EWS-Fli block: EWS/Fli-driven NR0B1 reporter inhibitors, primary screen, A673 cells, NR0B1 luciferase, luminescence, MLPCN library; viability-normalised; inhibition, % at 12.6 µM; 350,000 compounds, 0.67% hits;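 active means mean inhibition of at least 50% after viability correction, with every replicate also passing that limit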;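 further: firefly luciferase signal divided by Alamar Blue viability fluorescence both relative to DMSO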
* marks the source's active call; other numbers are inactive results; / = no result given.

SMILES	S100A4 MyoIIA	RAD52 anneal inh	RAD54 inh	FN deposition inh	esBAF inh	E-sel inducer	XiGFP reactiv	EWS-Fli block
COc1ccc(CN(C)C[C@@H]2OCCCC[C@H](C)Oc3ccc(NC(=O)CCC(F)(F)F)cc3C(=O)N([C@H](C)CO)C[C@H]2C)cc1	0	26	-3	/	-1	0.1	0.0	5
COC(=O)[C@]12CCCCC=C1N(Cc1cccc3ccccc13)C(=O)[C@H](CC(=O)NCc1ccc(OC)c(OC)c1)C2	-3	-13	/	-6	/	-0.1	-0.1	23
COc1cccc(NC(=O)CN(C)S(=O)(=O)c2ccc3c(c2)NC(=O)CS3)c1	-1	-11	4	-1	-3	/	0.0	1
COCCNc1ccc(N2C(=O)CCCC2=O)cc1[N+](=O)[O-]	-4	-9	/	7	-2	/	-0.1	-3
O=C(C1CCC1)N1[C@@H](CO)[C@@H](c2ccccc2)C12CN(Cc1ccccc1)C2	5	-93	/	/	/	-0.2	0.0	-1
CCOC(=O)CN1C(=O)S/C(=C/c2ccc(O)c([N+](=O)[O-])c2)C1=O	6	-10	/	-1	/	-0.2	0.0	8
COc1ccc(-c2nnc(OCc3nc4ccccc4n3C)c3ccccc23)cc1	/	/	-4	4	4	-2.7	0.0	/
COc1ccc2c3c(n(C)c2c1)[C@H](CO)N(C(=O)c1cccnc1)CC31CCN(C(=O)c2cccnc2)CC1	8	8	/	/	/	0.0	0.3	3
COc1ccc(-c2cnc3c(c2)C(=O)N([C@@H](C)CO)C[C@@H](C)[C@@H](CN(C)C(=O)CN(C)C)O3)cc1	-10	-4	14	0	7	-0.3	-0.2	-15
Cn1cnc(S(=O)(=O)N2C[C@@H](O)COC[C@H]3O[C@@H](CC(=O)NCc4cccc(F)c4)CC[C@@H]32)c1	-3	-8	-4	-8	-6	0.1	0.2	0
Cc1cccc(CCNC(=O)CN(C)S(=O)(=O)c2ccc3c(c2)c(=O)n(C)c(=O)n3C)c1	-2	20	-3	-3	1	0.1	0.2	-6
Nc1ncnc2nc(SCC(=O)Nc3cccc(C(F)(F)F)c3)[nH]c12	0	-11	0	5	-10	/	0.1	4
CCCNC(=O)NC(=O)COC(=O)CNS(=O)(=O)/C=C/c1ccccc1	-2	-18	/	-9	/	2.3	0.2	8
CCc1csc(N2[C@@H](C#N)[C@@H](c3ccc(C#Cc4ccc(F)cc4)cc3)[C@@H]2CO)n1	5	-77	-13	-6	4	-0.3	0.0	-5
C[C@@H]1CN([C@H](C)CO)C(=O)c2cccc(NC(=O)Nc3ccc(F)cc3)c2O[C@@H]1CN(C)C(=O)Nc1ccccc1	1	5	-4	/	-1	-0.3	-0.8	6
CCCn1nc(C(=O)NNC(=O)CSC(C)C(=O)Nc2cc(C)on2)c2ccccc2c1=O (stereo unspecified)	-3	0	9	-4	/	0.0	0.0	4
C[C@@H]1CN([C@H](C)CO)S(=O)(=O)c2ccc(C#CC(C)(C)O)cc2O[C@H]1CN(C)Cc1ccc(F)cc1	-6	12	5	1	-2	0.4	0.1	20
CCC(=O)N[C@H]1C=C[C@H](CC(=O)NCc2cc(F)cc(F)c2)O[C@@H]1CO	2	-12	-4	5	-2	-0.1	0.4	-1
Cc1cc(=O)oc2cc(OCC(=O)N3CCC(C(N)=O)CC3)ccc12	-1	-1	1	/	7	/	/	-6
CCCCCN(C(=O)CCC(=O)OC(C)C(=O)NC1CCCCC1)c1c(N)n(CCCC)c(=O)[nH]c1=O (stereo unspecified)	-3	7	4	-8	-2	/	0.2	-1
NC(Cc1ccc(Cl)cc1)c1csc(Nc2cc(NCCCO)ncn2)n1 (stereo unspecified)	-7	29	-9	1	-20	0.5	0.3	-16
Cc1ccc2c(COC(=O)c3c(C)noc3C)cc(=O)oc2c1	-15	-1	-3	11	4	/	0.0	-12
CCS(=O)(=O)N1CCC(C(=O)NCc2cc(OC)ccc2OC)CC1	1	-10	12	/	5	/	/	3
O=C(Cc1ccccn1)N[C@H]1CC[C@H](CCNC(=O)c2cc(Cl)cc(Cl)c2)O[C@H]1CO	11	-5	1	4	1	-0.2	-0.1	-5

Whole records as entered above.
Cc1cc(=O)oc2cc(OCC(=O)N3CCC(C(N)=O)CC3)ccc12 is listed with S100A4 MyoIIA: -1; RAD52 anneal inh: -1; RAD54 inh: 1; FN deposition inh: /; esBAF inh: 7; E-sel inducer: /; XiGFP reactiv: /; EWS-Fli block: -6
CCS(=O)(=O)N1CCC(C(=O)NCc2cc(OC)ccc2OC)CC1 is listed with S100A4 MyoIIA: 1; RAD52 anneal inh: -10; RAD54 inh: 12; FN deposition inh: /; esBAF inh: 5; E-sel inducer: /; XiGFP reactiv: /; EWS-Fli block: 3
NC(Cc1ccc(Cl)cc1)c1csc(Nc2cc(NCCCO)ncn2)n1 (stereo unspecified) is listed with S100A4 MyoIIA: -7; RAD52 anneal inh: 29; RAD54 inh: -9; FN deposition inh: 1; esBAF inh: -20; E-sel inducer: 0.5; XiGFP reactiv: 0.3; EWS-Fli block: -16

Following part
SMILES	S100A4 MyoIIA	RAD52 anneal inh	RAD54 inh	FN deposition inh	esBAF inh	E-sel inducer	XiGFP reactiv	EWS-Fli block
Cc1ccc(-c2csc(NC(=O)c3cnccn3)n2)cc1C	0	-10	/	-4	/	/	0.4	-3
N#C[C@H]1[C@@H](c2ccccc2-c2cccc(F)c2)[C@@H](CO)N1C(=O)c1cccnc1	-55	-7	/	1	/	0.6	0.0	-6
C[C@@H]1CN([C@H](C)CO)C(=O)c2cc(-c3ccccc3)cnc2O[C@@H]1CN(C)C(=O)c1ccccn1	9	-10	4	/	-4	-0.1	-0.3	-15
CC1C(=O)Nc2ccccc2N1C(=O)c1cccc(C(F)(F)F)c1 (stereo unspecified)	-1	7	1	-1	3	-0.1	-0.1	11
CCN1CCN(CC(=O)N2c3ccccc3CC2C)CC1 (stereo unspecified)	-1	8	6	/	-5	/	/	1
COC(=O)c1ccccc1OC(=O)c1cc[n+]([O-])cc1	-2	-20	/	-5	/	/	0.0	-37
Cc1ccc2c(c1)N(CC(=O)Nc1c(C)cccc1C)C(=O)c1cccnc1O2	-3	-18	-4	2	0	/	0.0	-4
CCn1c(SCc2ccc(C(=O)OC)o2)nnc1-c1c[nH]c2ccccc12	-1	4	8	3	4	-1.5	0.1	3
Cc1ccccc1OCC(=O)Nc1ccc2c(c1)ncn2C	1	-2	4	5	68*	-0.4	-0.1	-87
CN(C)C(=O)c1cccc(-c2ccc([C@@H]3[C@@H](CO)N4CCCCN(Cc5cccnc5)C[C@@H]34)cc2)c1	16	-17	10	/	/	0.0	0.0	-6
CCOC(=O)c1c(C)[nH]c(C(=O)NCc2ccccn2)c1C	0	-39	3	-1	/	0.0	0.0	-82
OC[C@H]1[C@@H](c2ccc(C#CC3(O)CCCC3)cc2)[C@H]2CN(Cc3cncnc3)CCCCN21	-16	6	0	-6	-5	0.1	0.3	-10
Cc1c(C)n(CCCN(C)C)c2ncnc(Nc3ccc(F)cc3)c12	-4	-8	12	2	21	0.0	0.3	-22
COc1ccccc1/C=C/c1nc(S(=O)(=O)c2ccccc2)c(N(C)C)o1	-6	-10	-6	8	-3	/	0.1	8
Cc1ccc(S(=O)(=O)Nc2ccc3c(c2)C(=O)N([C@H](C)CO)C[C@@H](C)[C@@H](CN(C)Cc2ccc(C(F)(F)F)cc2)O3)cc1	/	/	/	-13	1	-0.2	0.3	31
Nc1cc(=O)c2[nH]cnc2[nH]1	-2	2	7	-4	-2	-1.8	0.0	-10
C[C@@H]1CN([C@@H](C)CO)C(=O)c2cc(C#CCN(C)C)cnc2O[C@H]1CN(C)C(=O)c1ccc2c(c1)OCO2	-4	-6	-2	-2	-1	0.1	-1.4	-5
c1ccc(-n2ncc3c(N4CCCCC4)ncnc32)cc1	1	-36	-7	-7	-73	1.9	3.1	75*
CCOC(=O)C1=C[C@]2(CC)CCCN3CCc4c(n1c1ccccc41)[C@@H]32	-2	-19	11	-6	1	0.4	0.1	4
C/C(=N\NC(=O)C1COc2ccccc2O1)c1cc2ccccc2o1 (stereo unspecified)	3	-3	3	-6	-3	/	0.2	-8
C[C@@H]1CN([C@H](C)CO)C(=O)c2cccc(NC(=O)Nc3cccc4ccccc34)c2O[C@@H]1CN(C)S(C)(=O)=O	-1	-6	-2	/	-4	-9.8	0.0	6
COc1cc(Cl)c(C)cc1NC(=O)COC(=O)c1ccc(CN2CCCC2=O)cc1	2	-8	-6	9	-11	0.6	0.5	5
O=C(N1CCCCC1)N1CCN(S(=O)(=O)c2cccc([N+](=O)[O-])c2)CC1	-6	2	-11	3	-2	/	0.3	1
O=C(CSC1=NS(=O)(=O)c2cc(F)ccc2N1)NCc1ccc(F)cc1	-5	-10	/	-3	0	0.2	-0.1	1
O=C(C1CCOCC1)N1C[C@H]2[C@@H](c3ccccc31)[C@@H](CO)N2C(=O)Nc1ccccc1F	7	-14	-2	11	-3	0.0	-0.1	2
Cc1c(Cl)cccc1NC(=O)CSc1ccc(-c2cccnc2)nn1	3	-24	11	15	6	0.1	0.0	2
Nc1c(C(=O)N2CCOCC2)sc2nc3c(cc12)CCCC3	4	-16	4	4	-81	0.0	0.1	31
O=C(Nc1ccccc1C(=O)O)C1=NN=CC1	-6	-6	/	0	/	-0.1	0.0	-8
C=CCn1c(CCC(O)CCCCC)n[nH]c1=S (stereo unspecified)	-2	-16	-6	10	/	/	0.4	9
COCCN(C(=O)CSc1nc2ccccc2c(=O)n1CC(C)C)c1c(N)n(Cc2ccccc2)c(=O)[nH]c1=O	-7	-10	8	-3	3	/	0.0	11
CC(C)N(C(=O)Cn1cnc2c(cnn2-c2ccccc2Cl)c1=O)C(C)C	-1	5	/	/	4	/	/	2
COCCNC(=O)C[C@@H]1C=C[C@@H](NC(=O)NC2CCCC2)[C@H](CO)O1	-3	-6	6	-5	2	-0.1	0.3	-6
Cc1ccccc1NC(=O)Cn1c(C)nc2ccc(NC(=O)C3CC3)cc2c1=O	-3	-8	10	/	3	/	/	/
CCCCN(C(=O)C1CC(=O)N(Cc2ccc(C)cc2)C1)c1c(N)n(CC(C)C)c(=O)[nH]c1=O (stereo unspecified)	13	-4	2	9	/	/	-0.1	-3
O=[N+]([O-])c1ccc(N=Nc2c(Cl)cc(O)cc2Cl)cc1	2	5	-10	14	-56	0.1	0.0	-15
CCCC#Cc1ccc2c(c1)O[C@@H](CN(C)Cc1cccnc1)[C@@H](C)CN([C@@H](C)CO)S2(=O)=O	-3	13	-2	-2	-7	0.2	-0.9	11
